High-throughput results: PubChem, Broad Institute
RAD52 anneal inh – blocks human RAD52 DNA annealing. P43351. recombinant RAD52 DNA annealing, FRET fluorescence. inhibition, % at 18.7 µM. 360,000 compounds, 0.46% hits;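 active = every replicate showing at least 50% inhibition; inconclusive = mean inhibition at least 50% but not in every replicate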
Target sequence (P43351 whole entry, looked up): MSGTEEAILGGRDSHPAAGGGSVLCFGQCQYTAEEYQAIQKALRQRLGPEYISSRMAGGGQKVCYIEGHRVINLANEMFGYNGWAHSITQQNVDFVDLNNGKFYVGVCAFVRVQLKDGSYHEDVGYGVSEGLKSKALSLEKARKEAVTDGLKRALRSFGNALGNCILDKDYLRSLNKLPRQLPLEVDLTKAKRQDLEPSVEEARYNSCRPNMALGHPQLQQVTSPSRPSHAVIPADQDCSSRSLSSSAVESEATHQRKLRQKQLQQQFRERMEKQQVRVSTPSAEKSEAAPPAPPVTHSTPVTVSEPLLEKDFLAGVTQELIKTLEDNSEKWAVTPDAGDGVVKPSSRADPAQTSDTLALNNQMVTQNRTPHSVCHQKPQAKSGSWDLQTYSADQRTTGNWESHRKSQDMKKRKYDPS
CFTR F508del cor – correctors of CFTR F508del function in bronchial epithelial cells; 350,000 compounds, 0.36% hits; CFBE cells, YFP halide quenching; stimulated with forskolin plus potentiator P3; % fluorescence drop versus neutral controls; activity (quench increase), % at 7.58 µM; AID 720511;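 active = mean added fluorescence quench of at least 8% versus neutral control, with both replicates also reaching 8%; inconclusive = only one of the mean or replicate conditions met; inactive = mean below 8% and not both replicates reaching 8%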;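 note: cells transiently co-express mutant CFTR-F508del with the halide-sensitive YFP; corrector assay measuring rescue of mutant channel to the surface after 24 h compound exposure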
XiGFP reactiv – X-chromosome reactivation activator | XiGFP mouse fibroblasts, % GFP-positive cells imaging, 3 d; cells co-treated with 5-aza-dC sensitizer; scaled so ellipticine positive control = 100% | activation, % at 7.58 µM | 360,000 compounds, 0.055% hits;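 active = mean normalized replicate activation at least 10% and every replicate at or above 10%; inconclusive = only one of the two criteria met; inactive = mean below 10% and not all replicates reach 10%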;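 note: 0% = median of on-plate neutral control wells and 100% = ellipticine 6 µM median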
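System: XiGFP fibroblasts, SV40-immortalized. Medium: DMEM plus 5-aza-dC sensitizer. Doses: single point. Timing: 3 d treatment, 15 min room-temperature fixation. Control set: ellipticine 6 µM.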
INS-1E GSIS act – primary screen for activators of insulin secretion dependent on glucose, INS-1E cells, GLuc reporter luminescence. INS-1E GLuc reporter insulin secretion, 2-3 h. activation, % at 16.6 µM. 370,000 compounds, 0.61% hits;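 active = lowest replicate activation of at least 40%, so every replicate reaches that level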;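 note: 0% = median of neutral control wells and 100% = median of IBMX positive control wells; some compounds called inactive have numbers as strong as hits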
Casp6 inh – inhibitors of human caspase-6; inhibition, % at 12.5 µM; AID 686996; purified caspase-6, Z-VEID-R110 cleavage fluorescence; 350,000 compounds, 0.53% hits;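 active = mean inhibition across replicates at least about 35%, with every replicate also reaching that limit, limit read from the data; inconclusive = only one of the two criteria met; inactive = neither criterion met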;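 note: 0% = median of neutral control wells and 100% = no fluorescence left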
Target sequence (P55212 24-179 limits assumed): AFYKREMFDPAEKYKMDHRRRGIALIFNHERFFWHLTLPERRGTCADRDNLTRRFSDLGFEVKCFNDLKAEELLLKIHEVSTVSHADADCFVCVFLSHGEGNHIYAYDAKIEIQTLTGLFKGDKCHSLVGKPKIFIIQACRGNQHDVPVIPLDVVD
Target sequence (P55212 194-293 limits assumed): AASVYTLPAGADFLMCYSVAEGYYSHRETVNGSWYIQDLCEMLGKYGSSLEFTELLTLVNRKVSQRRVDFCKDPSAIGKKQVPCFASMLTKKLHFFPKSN
RAD54 inh – RAD54 (human) branch migration inhibition; Q92698; RAD54 Holliday junction branch migration, FAM/BHQ fluorescence; inhibition, % at 10.4 µM; 360,000 compounds, 0.14% hits; AID 602329;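 active = mean normalized replicate activity at least 40 and at least half of replicates scoring 40 or more; inconclusive = only one of the two criteria met; inactive = mean below 40 and under half of replicates reaching 40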;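 note: 0% = median of neutral control wells and 100% = median of positive control wells; inhibitors cause a drop in the FAM fluorescence signal; in these data hits start at about 50%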
DENV2 CPE rescue – protects cells from dengue virus 2 cytopathic effect | DENV2-infected cells, cytopathic effect rescue, plate reader | CPE inhibition, % at 9.99 µM | 350,000 compounds, 1.7% hits; in the data active = CPE inhibition above about 20%, passing the limit was not always enough; inconclusive = no clear call, values can overlap the other calls; tested in BHK-21 cells;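 note: 0% = median of neutral control wells and 100% = median of positive control wells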
E-selectin induc – E-selectin induction on HUVECs | 260,000 compounds, 0.37% hits | AID 686992 | HUVEC E-selectin immunofluorescence imaging; normalized: neutral wells 0, TNF-alpha wells 100 | activation, % at 7.58 µM;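 active = mean E-selectin-positive cell signal at least 10% of the positive control, reached in at least 60% of replicates, without over 20% cell loss; inconclusive = no rule given, readout overlaps actives, possibly toxicity-flagged; inactive = the rest, including those meeting only one limit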;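 note: in these data hits start at about 27%; measured in HUVEC primary endothelial cells; signal is the percent of cells scored E-selectin positive by PE staining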
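Read-out: % PE-positive cells | Test system: HUVEC | Doses: One compound dose added by pin transfer | Buffer or medium: EGM-2 over gelatin coat | Signal: Immunofluorescence imaging | Benchmarks: TNF-alpha, DMSO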
* = called active by the depositor; ? = inconclusive; . = no result given; & = joins results of further samples.

SMILES	RAD52 anneal inh	CFTR F508del cor	XiGFP reactiv	INS-1E GSIS act	Casp6 inh	RAD54 inh	DENV2 CPE rescue	E-selectin induc
COc1ccc2c3c1OC1CC(O)C=CC31CCN(C)C2 (stereo not given)	-13&-2	-0.7&-0.5	0.2	-2&8	-2&-3	-15&1	?	-0.1
C[C@H]1CN([C@@H](C)CO)C(=O)c2cccc(NC(=O)c3ccc(-c4nccs4)cc3)c2O[C@@H]1CN(C)CC1CCCCC1	6	-2.5	0.0	-7	0	-3	-4	0.1
COCCNC(=O)c1onc(CSc2ccccc2)c1C(=O)O	-7	0.4	0.0	2	0	-10	8	.
C[C@@H]1CN([C@H](C)CO)C(=O)c2cc(NC(=O)c3ccncc3)ccc2O[C@H]1CN(C)Cc1ccc(C(=O)O)cc1	-6	-0.7	0.6	6	4	1	-5	.
CCOc1cccc(OCCOCCNC(C)(C)C)c1	2	-0.1	0.0	12	-2	.	-15	-1.1
O=C(Sc1cccc2cccnc12)c1ccc(F)cc1	-3	.	0.0	16	-3	.	8	.
Cc1ccccc1S(=O)(=O)N(C)C[C@H]1OCc2ccccc2-c2ccccc2C(=O)N([C@H](C)CO)C[C@@H]1C	12	0.9	1.3	-26	-3	3	-1	-0.4
CCN(C[C@@H]1[C@@H](c2ccccc2)[C@H](CO)N1C(=O)COC)S(C)(=O)=O	-15	0.2	0.4	-6	-1	1	-8	1.0
COc1ccc(C(=O)NNC(=O)CSc2nc3c([nH]2)c(=O)n(C)c(=O)n3C)cc1	-12	-0.4	0.4	4	-3	-22	-11	5.5
C[C@@H]1CN([C@H](C)CO)C(=O)Cc2cc(NC(=O)Cc3cn(C)c4ccccc34)ccc2O[C@@H]1CN(C)Cc1ccc(Cl)c(Cl)c1	2	-0.2	-0.1	3	0	2	-3	-5.5
COc1ccc(NC(=O)N2CCCCN3[C@@H](CO)[C@@H](c4ccc(C5=CCCC5)cc4)[C@@H]3C2)cc1	54*	-3.8	.	.	2	-13	-1	.
Cn1cnc(S(=O)(=O)N2CCCCC2c2cc(C(=O)Nc3ccc(F)c(Cl)c3)no2)c1 (stereo not given)	-20	-0.3	0.0	-4	0	-9	-2	0.1
CO[C@@H]1CN(C)C(=O)c2ccc(NC(=O)Nc3cccc(F)c3)cc2OC[C@H](C)N(C)C[C@H]1C	-19	.	-0.6	-1	-1	3	-5	0.1
CC(=O)Nc1ccc(NC(=O)CSc2nnc(C3CC3)n2-c2ccccc2)cc1	-9	-1.0	0.1	1	3	0	-4	-0.4
FC(F)(F)c1cccc(Nc2cc(-c3ccccc3)nc3ncnn23)c1	-11	-2.7	0.1	0	1	.	?	2.0
CCCCn1c(N)c(N(CC(C)C)C(=O)c2cccc(S(=O)(=O)N(C)c3ccc(C)cc3)c2)c(=O)[nH]c1=O	-12	-0.9	-0.1	-13	-7	-5	-1	-0.2
CCN(C[C@H]1N[C@@](CC)(C(=O)OC)[C@H]2C(=O)N(C)C(=O)[C@@H]12)C(=O)NC(C)C	0	-3.1	0.1	4	-1	-5	1	0.1
COc1ccccc1CN1C[C@@H](C)[C@@H](OC)CN(C)C(=O)c2ccc(NC(C)=O)cc2OC[C@@H]1C	4	2.7	-0.2	-8	0	-7	19	0.0
C=C(C)C(=O)Nc1cccc(C2=NOC3(C2)C[C@@H](C(N)=O)N(C(=O)/C(C)=C/C)C3)c1 (stereo not given in full)	-8	2.5	0.0	-6	63*	9	0	0.0
Cn1c(CC(=O)Nc2ccccc2F)nnc1SCC(=O)NC1CCCC1	-4	-1.3	0.2	4	-3	.	1	.
Cc1ncoc1C(=O)N1CCCC(C(=O)c2ccc(C(F)(F)F)cc2)C1 (stereo not given)	-4	1.9	0.0	-5	2	-2	1	.
COc1ccc(S(=O)(=O)N2CCc3ccccc32)cc1C(=O)Nc1ccc(C(N)=O)cc1	-12	-2.2	0.2	18	-1	10	-4	.
COC(=O)N[C@@H]1C[C@H]2[C@@H]3CC[C@H]4C[C@@H](OC)CC[C@]4(C)[C@H]3CC[C@]12C	-5	1.1	0.3	-8	0	-2	?	0.0
COC(CNC(=O)C1CCN(C(=O)c2cc3oc(C)cc3n2Cc2c(F)cccc2Cl)CC1)OC	-5	1.5	-0.1	-3	3	.	-5	0.1
COc1cccc(CN2CCN(Cc3cccn3-c3cccnc3)CC2CCO)c1 (stereo not given)	-8	-2.2	0.5	1	-2	.	.	0.7
CNC(=O)NC(=O)CSc1nc2sccc2c(=O)n1-c1ccccc1	-14	0.2	0.3	-5	5	-6	-2	0.2
CCc1nc2c(OCc3ccc(F)cc3)cccn2c1N(C)C(=O)c1ccncc1	-13	-7.2	0.2	2	.	0	-4	0.2
CCc1cc2c(SCC(=O)NCC3CCCO3)ncnc2s1 (stereo not given)	-1	0.2	0.0	-2	-1	0	-10	-1.0
O=S(=O)(c1ccccc1)[C@@]1(c2ccccc2)C[C@@H]2ON=C(c3cccc(-c4ccccc4)c3)[C@@H]2C1	-3	0.3	0.1	.	1	6	11	0.0
CCC(=O)NC(=S)Nc1cccc(NC(=O)c2ccco2)c1	-6	4.9	0.0	1	.	.	1	.
CN(C(=O)CSc1nnc(C2CC2)n1-c1ccccc1)C1CCS(=O)(=O)C1 (stereo not given)	-7	-2.5	0.2	-5	-2	-12	9	-0.3
Nc1ccccc1Nc1cc(-c2ccccc2)nn1-c1ccccc1	-10	0.6	0.4	17	-1	.	2	0.8
COCCNC(=O)C[C@H]1C=C[C@@H](NS(=O)(=O)c2ccc(C)cc2)[C@H](CO)O1	-2	1.9	-0.1	-9	-1	3	-4	0.0
COc1cccc(-c2cnc3c(c2)C(=O)N([C@H](C)CO)C[C@H](C)[C@H](CN(C)S(C)(=O)=O)O3)c1	6	3.0	-0.7	11	0	4	?	-0.7
CCn1c(=O)c2sccc2n2c(CCCC(=O)NCCc3ccc(S(N)(=O)=O)cc3)nnc12	-7	2.2	0.0	4	0	-2	0	-0.2
COc1cccc(CN2C(=O)CCC2(C)C(=O)NC2CCCCC2)c1 (stereo not given)	-8	-2.6	0.1	-18	-3	-3	2	0.4
COc1ccc(CN2[C@H](CO)[C@H]3c4ccccc4N(C(=O)Nc4ccc(F)cc4)C[C@H]32)cc1	-8	-1.1	0.6	-6	-4	3	22*	-0.2
S=C(c1cn(Cc2ccc(Br)cc2)c2ccccc12)N1CCOCC1	.	.	0.0	-3	.	1	.	-0.1
O=C1c2cccc3cc([N+](=O)[O-])cc(c23)C(=O)N1/N=C/c1ccc(O)cc1O	-5	2.5	0.2	5	-1	.	18	.
C/C=C/c1ccc([C@@H]2[C@H](C#N)N(C(=O)c3cccnc3)[C@H]2CO)cc1	1	0.7	0.0	-9	2	9	3	1.1
O=C(Oc1ccc(OC(=O)C2CCC2)cc1)C1CCC1	0	-3.9	0.1	.	0	.	?	1.6
Cc1ccccc1CNC(=O)C1CCC(=O)N(C2CC2)C1 (stereo not given)	-9	-2.7	0.3	12	-2	-17	-5	-1.6
COc1ccc(C(=O)OCC(=O)NCCCc2ccccc2)cc1OC	3	-0.7	0.1	2	1	8	2	-0.3
O=C(Nc1ccc2c(c1)CCC2)Nc1ccc(F)cc1F	-2	-2.5	0.2	14	2	-3	-9	.
CCOc1ccccc1NC(=O)C1CCC(CNc2c(N3CCOCC3)c(=O)c2=O)CC1 (stereo not given)	-8	-3.2	0.0	-2	0	-6	?	-0.1
Cc1ccccc1NC(=S)N(Cc1cccs1)C1CCCC1	-37	0.7	0.0	5	-4	-3	-10	-0.2
C=CCSc1nnc(C)n1-c1ccc(Cl)cc1	-20	.	.	15	-3	-15	.	.
COc1ccc(C(=O)Nc2nnc(S(=O)(=O)Cc3ccccc3)s2)cc1	-6	-2.4	-0.1	17	0	.	16	11
CCCCn1c(N)c(N(CCOC)C(=O)c2ccc(NC3CC3)c([N+](=O)[O-])c2)c(=O)[nH]c1=O	-14	-1.8	0.2	12	0	.	8	.
CC1(C(=O)NCC2CC2)CCN1C(=O)C1(c2ccccc2)CC1 (stereo not given)	2	-0.6	0.0	.	-2	-7	1	0.1
Cc1cc(C)nc(N2N=C(c3ccccc3)CC2=O)n1	-6	-2.2	0.0	2	-2	.	.	-0.1
CCOC(=O)c1ccccc1NC(=O)CSc1ccc(-c2ccccn2)nn1	-10	0.3	-0.1	-1	0	-4	-1	-0.1
COc1ccc(C(=O)Nc2ccccc2C(=O)N/N=C/c2ccccn2)cc1OC	-20	7.8	-0.1	31	7	-4	-1	.
O=C(Nc1ccc(F)cc1F)N1CCN(c2ncccn2)CC1	-9	-1.7	0.0	.	2	6	1	-0.2
CCOc1cc(NC(=O)c2cccs2)c(OCC)cc1NC(=O)CCC(=O)NCC1CCCO1 (stereo not given)	-3	0.1	0.0	.	.	3	-5	.
Nc1ccn(CC(=O)NCc2ccccc2)c(=O)n1	-13	-5.4	0.0	17	1	-3	3	-0.1
O=C(NCCCN1CCOCC1)c1cc(-c2ccc(F)cc2)no1	-8	0.4	0.0	-5	-2	-1	2	.
O=C(Nc1cccc(F)c1)N1CCCCN2[C@H](C1)[C@H](c1ccc(-c3ccccc3F)cc1)[C@@H]2CO	-18	0.3	0.0	-6	-1	-5	-6	-0.7
CCOc1ccc(N(CC(=O)Nc2nccs2)S(=O)(=O)c2c(C)noc2C)cc1	-74	-3.1	0.1	14	-2	4	-3	.
Cc1ccc(CNC(=O)C(=O)NCCC2CCCCN2S(=O)(=O)c2ccccc2)cc1 (stereo not given)	-3	4.9	0.3	0	-5	5	1	.
Cn1cc(CN2CCC(n3nccc3NC(=O)C3CCCC3)CC2)cn1	-3	1.0	0.2	16	-20	-1	3	-0.1
